TDP1 block = TDP1 (human) enzyme inhibition | Q9NUW8 | recombinant TDP1, AlphaScreen DNA substrate cleavage | Potency, µM (highest dose often 130 µM), without a hit: top-dose activity change, negative = inhibition, hits mostly inhibitors | 350,000 tested, 0.28% active | AID 485290; active means well fitted inhibition curve with a large enough effect; further: nearly all actives have a fitted effect of over 40% in size
Target sequence (Q9NUW8 whole entry, looked up): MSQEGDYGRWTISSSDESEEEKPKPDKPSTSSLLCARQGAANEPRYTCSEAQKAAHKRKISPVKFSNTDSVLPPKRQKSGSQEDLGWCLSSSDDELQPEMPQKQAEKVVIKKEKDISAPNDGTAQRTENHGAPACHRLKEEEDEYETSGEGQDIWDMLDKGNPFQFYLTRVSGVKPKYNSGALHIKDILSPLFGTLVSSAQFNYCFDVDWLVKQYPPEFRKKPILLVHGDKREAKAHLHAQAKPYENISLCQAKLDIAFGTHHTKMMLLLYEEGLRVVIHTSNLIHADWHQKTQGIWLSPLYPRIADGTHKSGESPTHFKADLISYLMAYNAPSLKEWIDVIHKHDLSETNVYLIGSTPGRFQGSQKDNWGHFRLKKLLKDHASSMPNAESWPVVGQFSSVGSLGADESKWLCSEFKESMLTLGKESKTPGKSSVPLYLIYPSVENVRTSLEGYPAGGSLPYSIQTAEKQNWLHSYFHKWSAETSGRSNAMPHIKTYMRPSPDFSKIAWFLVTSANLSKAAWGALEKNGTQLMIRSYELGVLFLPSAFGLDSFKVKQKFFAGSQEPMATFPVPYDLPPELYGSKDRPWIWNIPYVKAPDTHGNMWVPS
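Steps: enzyme plus compound, 15 min RT; add biotin/phosphotyrosine-FITC oligonucleotide (15 nM final), react 5 min; add donor/acceptor beads (10 ug/ml final), 10 min; read AlphaScreen. Tdp1 at 1 nM final.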
An asterisk follows results filed as active; & = joins results of further samples; [ ] = remark or other dose. On the % scale 0 is the no-effect control and ±100 the full control effect; potency means the concentration at half of the fitted maximal effect.

entry	SMILES	TDP1 block
1	CC[C@H]1C2=C3C(CC[C@H]4C(OCc5ccc(F)cc5C(F)(F)F)OC[C@](C)([C@@H]34)N(C(=O)OC(C)(C)C)C2)C2COC(=O)OCC21 (stereo not given in full)	11.7%
2	Cc1ccc(C)n1-c1cccc(N)c1	3.1%
3	NCCC[C@@H](CC(=O)N[C@@H]1CCNC[C@H]1C(=O)N[C@H](CC(=O)N[C@@H](CCC(=O)O)CC(=O)O)Cc1c[nH]c2ccccc12)NC(=O)C[C@H](CO)NC(=O)[C@@H]1CCCC[C@H]1N	3.1%
4	Cc1ccc(S(=O)(=O)c2cnc(SCC(=O)Nc3ccccc3C(F)(F)F)[nH]c2=O)cc1C	1.0%
5	NC(Cc1ccccc1)C(O)c1ccco1 (stereo not given)	8.5%
6	CC(C)(C)OC(=O)N[C@@H](Cc1c[nH]c2ccccc12)C(=O)O	11.5%
7	CC(C)[C@@H](CC(=O)N[C@@H]1CCNC[C@H]1C(=O)N[C@H](CC(=O)N[C@@H](CCC(=O)O)CC(=O)O)Cc1ccccc1)NC(=O)C[C@H](CO)NC(=O)[C@@H]1CNCC[C@H]1N	-11.2%
8	NC(=O)c1ccc(N=Nc2c(-c3ccccc3)[nH]n(-c3ccccc3)c2=O)cc1	5.3%
9	COCCNC(=O)CNC(c1ccccc1)c1ccccc1	5.4%
10	CCCn1c(-c2ccc(F)cc2)nc2c(NCCCN3CCCCC3C)nc(C)nc21 (stereo not given)	-2.7%
11	CCn1c(=N)c(C(=O)NCc2cccnc2)cc2c(=O)n3cccc(C)c3nc21	-2.1%
12	COc1cccc([C@@H]2Oc3ccc(OC)cc3C[C@H]2OC(=O)NS(=O)(=O)c2ccc(F)cc2)c1	4.4%
13	CC(=O)OC[C@@H]1O[C@H](C/C=N\O[C@@H](C)c2cn([C@H]3COC[C@H]3O)nn2)C=C[C@@H]1OC(C)=O	2.6%[21 µM]
14	CO[C@H]1COC(=O)[C@@H](OCc2ccccc2)/C=C\[C@H](C)[C@@H](OC)COC(=O)[C@H](OCc2ccccc2)/C=C\[C@@H]1C	2.6%[21 µM]
15	Cc1ccc(-c2nc(C)c(CCNS(=O)(=O)c3ccc(F)c(C(F)(F)F)c3)s2)cc1	2.2%
16	CCCNC(=O)OC[C@H]1O[C@@H](CCO/N=C2/C[C@@H](O)[C@@H](O)[C@@H]3[C@@H]4C(=O)N(CC)C(=O)[C@H]4CC[C@@H]23)C=C[C@@H]1Oc1ccc(OC)cc1	7.9%[21 µM]
17	NCCC[C@@H](CC(=O)N[C@@H]1CCCC[C@H]1C(=O)N[C@H](CC(=O)N[C@@H](CCC(=O)O)CC(=O)O)Cc1c[nH]c2ccccc12)NC(=O)C[C@H](Cc1ccccc1)NC(=O)[C@@H]1CCCC[C@H]1N	6.9%
18	Cn1c(C(=O)N2CCN(C3CCCCC3)CC2)cc2c(=O)n(C)c3ccccc3c21	3.9%
19	COc1cccc(NC(=O)C(OC(=O)CNC(=O)c2ccccc2)c2ccccc2)c1 (stereo not given)	0.3%
20	Cn1cnnc1Sc1c([N+](=O)[O-])ncn1C	8.2%
21	c1ccc(-c2nc(-c3cccc4ccccc34)c(NC3CCCCC3)o2)cc1	8.7%
22	Nc1c(C(=O)Nn2cnnc2)cc([N+](=O)[O-])cc1[N+](=O)[O-]	5.5%
23	COc1ccc(C2=Nn3c(nnc3-c3ccccc3Cl)SC2)cc1OC1CCCC1	4.1%
24	COc1cccc([C@@H]2Oc3ccc(OC)cc3C(=O)[C@H]2OC(=O)NC2CCCC2)c1	3.7%
25	c1ccc(-c2[nH]ncc2-c2ccnc3ccccc23)nc1	14.1%
26	Nc1cccc2c(=O)[nH]ccc12	16.7%
27	CC(C)[C@@H](CC(=O)N[C@@H]1CCNC[C@H]1C(=O)N[C@H](CC(=O)N[C@@H](CCC(=O)O)CC(=O)O)Cc1c[nH]c2ccccc12)NC(=O)C[C@H](Cc1ccccc1)NC(=O)[C@@H]1CNCC[C@H]1N	2.5%
28	CCn1c(SCC(=O)N=Nc2c(O)[nH]c3ccccc23)nnc1-c1ccc(C(C)(C)C)cc1	8.2%
29	COC(=O)NC(c1cccc(F)c1)[C@]1(C(C)=O)CCCC1=O (stereo not given in full)	4.8%[21 µM]
30	O=C1NC(Cc2ccccc2)c2nc3cc(Cl)ccc3c(=O)n2-c2ccccc21 (stereo not given)	0.1%
31	COc1ccc(C2CC(C(F)(F)F)n3nc(C(=O)Nc4c(C)n(C)n(-c5ccccc5)c4=O)c(Cl)c3N2)cc1 (stereo not given)	3.4%
32	Cc1cccc(CCNC(=O)c2cc(=O)[nH]c3ccc(Br)cc23)c1	-0.6%
33	CCc1c(C)nc2ncnn2c1N1CCC(C(=O)N2CCN(c3ccccc3)CC2)CC1	-3.1%
34	Cc1cccc(NC(=O)CSc2nc3[nH]ncc3c(=O)n2-c2ccccc2)c1	-2.5%
35	C/C(CCC(=O)OC[C@@H]1O[C@H](C#Cc2ccccc2)C=C[C@@H]1Oc1ccc(C)cc1)=N/OC[C@@H](O)COCc1ccco1	5.8%[21 µM]
36	COc1cc([C@@H]2c3cc4c(cc3[C@H](O)C3COC(=O)[C@@H]32)OCO4)cc(OC)c1OC (stereo not given in full)	10.2%[56.1 µM]
37	Cn1c2ccsc2c2cnn(Cc3ccccc3F)c(=O)c21	-3.4%
38	COc1ccccc1C(=O)NCC(=O)Nc1cccnc1	3.0%
39	CC1(C)Cc2c(C#N)c(NC3CCCCC3)nc(-c3ccco3)c2CO1	1.1%
40	C[C@@H]1CN2[C@H](c3ccc(Br)cc3)[C@H](C)CC[C@H]2C(=O)O1	5.8%[21 µM]
41	COc1ccc(C(=O)OCC#CCSc2nnc(-c3cccc4ccccc34)o2)cc1	-3.9%
42	COc1ccc(-c2nc(-c3ccccc3)oc2Nc2ccccc2C)cc1	4.4%&9.3%
43	COc1ccc(C(=O)/C=C/c2ccc(-c3ccccc3)cc2)cc1CSCC(=O)O	3.0%
44	COC(=O)[C@@H]1C[C@H]1[C@@H](NC(=O)c1ccc(Br)cc1)c1ccccc1	2.7%
45	O=c1c2c3nc4ccccc4nc3n(-c3ccc4c(c3)OCCO4)c2ncn1CC1CCCO1 (stereo not given)	3.9%
46	CC[C@]1(c2ccccc2)NC(=O)NC1=O	5.6%
47	COCCNc1nc(C)nc2c1nc(-c1ccccc1)n2CCN1CCCC1	3.3%
48	CC(NC(=O)Cn1nnc(-c2ccncc2)n1)c1ccccc1 (stereo not given)	3.3%
49	COc1ccc2c(c1)C(=O)[C@H](OC(=O)N[C@H]1CCCc3ccccc31)[C@@H](c1ccc(OC)c(Br)c1)O2	1.2%
50	CCC[C@@H]1NC(=O)[C@@H](NC(C)=O)CSSC[C@@H](C(N)=O)NC(=O)CNC(=O)[C@H](Cc2c[nH]c3ccccc23)NC(=O)[C@H](CCCN=C(N)N)NC(=O)[C@H](Cc2ccc3ccccc3c2)NC(=O)[C@H](Cc2cnc[nH]2)NC(=O)[C@H](CCCN=C(N)N)NC1=O	16.7%
51	COc1ccc2c(c1)O[C@H](c1ccc3c(c1)OCO3)[C@@H](OC(=O)Nc1cc(OC)c(OC)c(OC)c1)C2=O	3.1%&2.6%
52	O=C(c1cnn(C(=O)c2ccc(O)cc2)c1)c1ccccc1O	0.0%
53	Nc1nc(CC(=O)O)cs1	12.1%
54	O=c1c2c3c(sc2nc2sc(CN4CCCCC4)cn12)CCCC3	4.7%
55	CCNc1ccccc1	11.0%
56	CCCN1CCC(=O)N(CCSc2ccc(Br)cc2)CC1	6.2%
57	c1ccc(-c2oc3ncnc(N4CCOCC4)c3c2-c2ccccc2)cc1	4.4%
58	COc1ccc(-n2c(SCC(=O)N3CCCC3)nc3ccccc3c2=O)cc1	-4.8%
59	CCOC(=O)Cn1nc(C)c(NC(=O)COc2ccc(F)cc2F)c1C	2.6%
60	O=C(N/C(=C/c1cn(-c2ccccc2)nc1-c1ccccc1)C(=O)N1CCOCC1)c1ccccc1	-0.6%

Additional compounds.
entry	SMILES	TDP1 block
61	C=C1C=CS(=O)(=O)N(C(C)C(=O)OC)C1 (stereo not given)	0.3%
62	C[C@H]1COC(=O)[C@H](Cc2ccccc2)NC(=O)[C@@H](C)COC(=O)[C@H](Cc2ccccc2)NC1=O	2.6%[21 µM]
63	CC(c1ccccc1)C(Cc1nc2ccccc2[nH]1)c1nc2ccccc2[nH]1 (stereo not given)	5.0%
64	COC(=O)CN1CCC(=O)c2ccccc2S1(=O)=O	4.4%
65	Oc1ccc(CCc2ccccc2F)c2cccnc12	0.0%
66	O=c1c(O[C@@H]2O[C@H](CO)[C@H](O)[C@H](O)[C@H]2O)c(-c2ccc(O)c(O)c2)oc2cc(O)cc(O)c12	2.9%
67	CC[C@](C)(CN(C)C)OC(=O)c1ccccc1	13.3%[21 µM]
68	O=C(NCCc1ccccc1)c1cnn(-c2ccc(F)cc2)c1-n1cccc1	0.0%
69	COC(=O)Cn1c(=NC(=O)c2ccc([N+](=O)[O-])s2)sc2cc(Br)ccc21	5.6%
70	Brc1cc(Oc2cc(Br)c(Br)c(Br)c2Br)c(Br)c(Br)c1Br	15.5%
71	C/C(=C(/CCO)SSC[C@@H]1CCCO1)N(C=O)Cc1cnc(C)nc1N	10.8%[21 µM]
72	Cc1ccc(Nc2nc(N)nc(N)c2S(=O)(=O)c2ccccc2)cc1	0.6%
73	CCCCS(=O)(=O)N1CCc2nc(COc3ccccc3)c3c(c2C1)CO[C@@H](C)C3	4.9%[21 µM]
74	COc1ccc(C(=O)Cn2c(N3CCOCC3)nc3ccccc32)cc1OC	4.2%
75	CC(=O)Nc1cccc(NC(=O)CN2C(=O)CCSc3ccccc32)c1	-2.0%
76	CCCCN1CCC2C=CCC(C(=O)O)C2C1=O (stereo not given)	12.7%
77	CCNc1nc(NCC)nc(Oc2ccc(OCc3ccccc3)nn2)n1	1.6%
78	CCc1ccc(NC(=O)CCS(=O)(=O)c2cc3c(cc2Cl)NC(=O)CO3)cc1	5.2%
79	O=C(O)[C@@H]1C[C@H](C(=O)O)N1	11.8%[56.1 µM]
80	CCOc1cc(NC(=O)c2cnccn2)c(OCC)cc1NC(=O)c1cccc(F)c1	0.0%

Reprinted from the part before: two compounds, followed by the next part.
entry	SMILES	TDP1 block
79	O=C(O)[C@@H]1C[C@H](C(=O)O)N1	11.8%[56.1 µM]
80	CCOc1cc(NC(=O)c2cnccn2)c(OCC)cc1NC(=O)c1cccc(F)c1	0.0%
81	S=C(Nc1ccccc1)Nc1ccccc1C#Cc1ccccc1	14.7%
82	Cc1ccnc(NC(=O)c2c(O)c3ccccc3n(C)c2=O)c1	1.9%
83	CCC(CC)C(=O)NCCc1cc2ccc(C)c(C)c2[nH]c1=O	-1.0%
84	COC(=O)c1nc(NC(C)=O)n[nH]1	2.0%
85	O=C(CN1C(=O)COc2ccc(S(=O)(=O)N3CCCC3)cc21)N1CCN(c2cccc(C(F)(F)F)c2)CC1	-3.8%
86	COc1ccc(C(=O)Nc2cc3c(cc2C(=O)c2ccccc2Cl)OCCO3)cc1	0.6%
87	COCCn1c(=NC(=O)c2ccc3c(c2)OCO3)c(C#N)cc2c(=O)n3cccc(C)c3nc21	-4.2%
88	COc1cccc2cc(C(=O)NCCc3c(C)[nH]c4ccc(F)cc34)c(=O)oc12	4.5%
89	CC[C@H](C)[C@H](NC(=O)[C@H](C)NC(=O)[C@H](Cc1cnc[nH]1)NC(=O)[C@@H]1CCCN1C(=O)CNC(=O)[C@H](CC(C)C)NC(=O)[C@H](CC(C)C)NC(=O)[C@H](Cc1ccc(O)cc1)NC(=O)CNC(=O)[C@H](C)NC(=O)[C@H](CO)NC(=O)[C@H](CC(N)=O)NC(=O)[C@H](CC(C)C)NC(=O)[C@@H](NC(=O)[C@H](Cc1c[nH]c2ccccc12)NC(=O)CN)[C@@H](C)O)C(=O)N[C@@H](CC(=O)O)C(=O)N[C@@H](CC(N)=O)C(=O)N[C@@H](Cc1cnc[nH]1)C(=O)N[C@@H](CCCNC(=N)N)C(=O)N[C@@H](CO)C(=O)N[C@@H](Cc1ccccc1)C(=O)N[C@@H](CO)C(=O)N[C@@H](CC(=O)O)C(=O)N[C@@H](CCCCN)C(=O)N[C@@H](Cc1cnc[nH]1)C(=O)NCC(=O)N[C@@H](CC(C)C)C(=O)N[C@H](C(N)=O)[C@@H](C)O	15.4%
90	CCOc1ccc(S(=O)(=O)N2CCN(c3ccc(Cl)c(Cl)c3)CC2)c2ccccc12	1.9%
91	C=CCN=Cc1sc2ccc(OCC)cc2c1O	2.7%
92	CCC[C@H]1C[C@H](C(=O)NC(C(C)Cl)C2O[C@@H](SC)C(OP(=O)(O)O)[C@@H](O)[C@@H]2O)N(C)C1 (stereo not given in full)	10.2%
93	NCCC[C@@H](CC(=O)N[C@@H]1CCNC[C@H]1C(=O)N[C@H](CC(=O)N[C@@H](CCC(=O)O)CC(=O)O)Cc1ccccc1)NC(=O)C[C@H](CO)NC(=O)[C@@H]1CNCC[C@H]1N	0.0%
94	COC(=O)c1ccccc1NC(=O)CN1C(=O)C2CCCN2c2ncc(Cl)cc21 (stereo not given)	5.3%

Five of the entries above in order of their number in TDP1 block, highest first:
entry	SMILES	TDP1 block
94	COC(=O)c1ccccc1NC(=O)CN1C(=O)C2CCCN2c2ncc(Cl)cc21 (stereo not given)	5.3%
91	C=CCN=Cc1sc2ccc(OCC)cc2c1O	2.7%
84	COC(=O)c1nc(NC(C)=O)n[nH]1	2.0%
86	COc1ccc(C(=O)Nc2cc3c(cc2C(=O)c2ccccc2Cl)OCCO3)cc1	0.6%
85	O=C(CN1C(=O)COc2ccc(S(=O)(=O)N3CCCC3)cc21)N1CCN(c2cccc(C(F)(F)F)c2)CC1	-3.8%

Assay outcomes: PubChem BioAssay, National Center for Advancing Translational Sciences (NCATS)

This is a subset, so the mix of outcomes need not match the whole.
